High-throughput results (PubChem)
D1 antag = Antagonist of Human D 1 Dopamine Receptor: qHTS. D(1A) dopamine receptor (Homo sapiens), P21728. HEK293 TREx D1 cells, calcium flux, dopamine EC80; active compounds read low. activity change, negative = inhibition, % at 10 µM. 3.2% of 360,000 active. AID 504652, 2011; in the data active = activity change below about -30%; note: % is set by controls: 0 for no effect and ±100 for the full control effect
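Antagonism measured as reduced calcium response to an EC80 dopamine addition following 180 s compound pre-read; cells were inducible HEK293 Trex D1 plated overnight at 30 C, read kinetically at 1 cycle/sec.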
D1 agonist = Allosteric Agonists of the Human D1 Dopamine Receptor: qHTS; D(1A) dopamine receptor (Homo sapiens), P21728; 1% of 360,000 active; activation, % at 2 µM; AID 504660, 2011; HEK293 T-REx D1 cells, calcium flux, agonist mode; in the data active = activation above about 30%; note: 0% is about no effect
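Tetracycline-induced HEK293 TREx D1 cells, force-coupled to calcium signalling, were dye-loaded with a no-wash calcium kit. Compound was pin-added after a 10 s baseline. Fluorescence was read kinetically at 1 cycle/s for 180 s, with calcium rises flagged as agonism.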
Vif-A3G inh = qHTS for Inhibitors of Vif-A3G Interactions: qHTS; DNA dC->dU-editing enzyme APOBEC-3G (Homo sapiens), Q9HC16; HeLa A3G-eYFP + Vif (tagged APOBEC3G with the HIV-1 protein that degrades it), YFP fluorescence, overnight; Potency, µM (titrated, usually from 46.1 µM), for inactives: at the top dose activity, negative = active, actives largely listed as inhibitors; 0.076% of 410,000 active;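 note: potency is the fitted concentration of half-maximal effect; % is set by controls: 0 for no effect and ±100 for the full control effect; nearly all actives have a fitted effect of over 60% in size; hits raise eYFP signal because A3G escapes Vif-driven loss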
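Read-out is eYFP fluorescence (Ex 488/Em 500-530) from Vif-expressing HeLa A3G-eYFP cells; more signal means A3G escaped Vif-mediated degradation. Cells plated overnight, compound pinned in, incubated overnight at 37 deg C.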
D2 potentiator = HTS Assay for Positive Allosteric Modulators of the Human D2 Dopamine Receptor: Primary Screen for Potentiators; D(2) dopamine receptor (Homo sapiens), P14416; HEK293 T-REx D2, calcium flux, EC20 dopamine potentiation; potentiation, % at 10 µM; 0.34% of 340,000 active; AID 485347, 2010;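 active = potentiation over 3 SD above the plate norm, cut at about 30% in these data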; note: 0% is about no effect
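Potentiation of an EC20 dopamine calcium response is measured in a force-coupled, tetracycline-inducible Hek293 Trex D2 line. Compound-only kinetic reads over 180 s flag agonists before dopamine addition.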
RXFP1 antag = qHTS Assay for Antagonists of the Relaxin Receptor RXFP1; activity change, negative = inhibition, % at 57.5 µM; AID 1259400, 2018; Relaxin receptor 1 (Homo sapiens), Q9HBX9; HEK293-RXFP1, relaxin-stimulated cAMP HTRF, 30 min; active compounds read low; 0.59% of 350,000 active;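 active = activity change of -60% or lower, but not beyond a set lower limit; inconclusive = change between -60% and -40%, or beyond the set limit; inactive = change above -40%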; note: % is set by controls: 0 for no effect and ±100 for the full control effect
Target sequence (Q9HBX9 whole entry, looked up): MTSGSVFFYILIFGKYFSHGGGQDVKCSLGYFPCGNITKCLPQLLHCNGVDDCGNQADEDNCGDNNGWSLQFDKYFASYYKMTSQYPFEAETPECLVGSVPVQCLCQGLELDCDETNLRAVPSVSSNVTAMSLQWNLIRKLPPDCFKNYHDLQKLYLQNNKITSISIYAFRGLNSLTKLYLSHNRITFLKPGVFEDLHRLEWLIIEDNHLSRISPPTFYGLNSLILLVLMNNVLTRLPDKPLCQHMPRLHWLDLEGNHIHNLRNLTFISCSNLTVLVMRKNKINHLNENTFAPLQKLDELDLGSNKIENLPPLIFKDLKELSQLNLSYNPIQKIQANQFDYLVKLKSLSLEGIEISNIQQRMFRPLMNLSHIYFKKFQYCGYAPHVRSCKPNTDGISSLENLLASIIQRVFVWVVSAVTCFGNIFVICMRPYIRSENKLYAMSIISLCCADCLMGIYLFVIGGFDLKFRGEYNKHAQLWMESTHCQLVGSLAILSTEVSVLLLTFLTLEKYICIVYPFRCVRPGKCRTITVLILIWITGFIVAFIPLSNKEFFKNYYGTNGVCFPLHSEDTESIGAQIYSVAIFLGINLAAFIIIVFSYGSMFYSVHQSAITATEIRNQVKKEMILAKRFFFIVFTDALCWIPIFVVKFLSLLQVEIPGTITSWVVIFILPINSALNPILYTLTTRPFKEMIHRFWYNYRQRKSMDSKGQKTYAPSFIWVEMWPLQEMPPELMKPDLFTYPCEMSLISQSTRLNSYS
RXFP1 agonist = qHTS Assay for Agonists of the Relaxin Receptor RXFP1 | Potency, µM (series often up to 57.5 µM), without a hit: at the highest dose activation, most hits filed as activators | 0.3% of 370,000 active | Relaxin receptor 1 (Homo sapiens), Q9HBX9 | HEK293T-RXFP1 cAMP TR-FRET, 30 min; response scale: percent of porcine relaxin response, buffer zero | AID 2676, 2010; note: potency is the fitted concentration of half-maximal effect; % is set by controls: 0 for no effect and ±100 for the full control effect; nearly all actives have a fitted effect of over 60% in size; many of its hits are not listed in these tables
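cAMP rise read by TR-FRET after 30 min, 37C compound exposure (up to 58 uM) in RXFP1-transfected HEK293 cells with Ro 20174 present. EC50 from Hill-equation fits, with 29 nM porcine relaxin as 100% and buffer as basal.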
Vif-APOBEC3F blk = qHTS for Inhibitors of Vif-A3F Interactions: qHTS. HeLa A3F-eYFP + Vif (tagged APOBEC3F with the HIV-1 protein that degrades it), YFP fluorescence increase. Potency, µM (doses to about 46.1 µM), for the others: top-dose activity, negative = active. AID 602313, 2012. 0.2% of 390,000 active; note: potency is the fitted concentration of half-maximal effect; % of control where 0% means no effect; nearly all actives have a fitted effect of over 65% in size
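Fluorescence increase (Ex 488/Em 500-530) after overnight compound treatment at 37 deg C flags inhibition of Vif-driven A3F-eYFP loss in stable HeLa A3F-eYFP/Vif cells seeded overnight beforehand.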
GRP78 ERSR act = qHTS for Inducers of the Endoplasmic Reticulum Stress Response (ERSR) in Human Glioma: qHTS | U87-MG GRP78 promoter luciferase reporter, 16 h | Potency, µM, for inactives: at the highest dose activation, usual class: activators | 0.02% of 420,000 active; note: potency is the fitted concentration of half-maximal effect; series mostly up to about 76 µM; % of control where 0% means no effect; nearly all actives have a fitted effect of over 35% in size
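Stably transfected U87-MG glioma cells carrying a GRP78-based luciferase sensor; 16 h compound incubation. Luminescence end-point read 10 min after Bright-Glo addition at room temperature.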
D1 potentiator = Potentiators of Human D1 Dopamine Receptor: qHTS; AID 504651, 2011; D(1A) dopamine receptor (Homo sapiens), P21728; potentiation, % at 10 µM; HEK293 TREx D1 cells, calcium flux, dopamine EC20 potentiation; 0.036% of 360,000 active; in the data active = potentiation above about 30%; note: 0% is about no effect
Active calls of the source: *; ? = inconclusive; . = not tested or not shown. Unless noted, calls come from the whole dose curve; as a rule, active = well fitted curve in the direction sought with a large enough effect; inconclusive = small, poorly fitted or top-dose-only effect, or another doubt; inactive = no such curve, though single readings can be large; an effect the other way counts as inactive or inconclusive. Only part of the results is shown; count on the stated rates, not on these rows.

Results follow in this order: D1 antag	D1 agonist	Vif-A3G inh	D2 potentiator	RXFP1 antag	RXFP1 agonist	Vif-APOBEC3F blk	GRP78 ERSR act	D1 potentiator
1. Cc1cc(C)cc(Nc2cc(C)nc3nncn23)c1
 : 0	1	-7%	1	-9	4.8%	0%	1%	2
2. Cc1cc2oc(C(=O)Nc3cccnc3)c(C)c2cc1C
 : -11	4	-6%	-1	.	0.5%	-2%	-2%	.
3. CC(C)=CC1C(C(=O)NCCOc2ccccc2)C1(C)C (configuration not stated)
 : 0	11	1%	-3	-16	0.3%	-10%	-4%	-2
4. O=C(NCCc1ccc(Cl)cc1)C1(c2ccccc2)CC1
 : 7	2	-8%	-8	-1	-3.1%	0%	-2%	-18
5. COCCn1c(=O)[nH]c2cc(C(=O)N3CCN(c4ccccc4F)CC3)ccc2c1=O
 : -10	1	-1%	-1	-13	1.3%	12%	-4%	-5
6. CCCN(CC(=O)Nc1ccccc1OC)C(=O)CSc1nc(C)cc(C)n1
 : -18	1	3%	-3	3	1.3%	-19%	1%	-5
7. Cc1ccccc1N(CC(=O)NCCSC1CCCCC1)S(=O)(=O)c1ccccc1
 : 0	4	2%	4	-12	-0.5%	8%	-4%	-3
8. COc1ccc(/C=C(/NC(=O)c2cccc([N+](=O)[O-])c2)C(=O)O)cc1
 : -17	2	2%	2	-2	-1.7%	-4%	2%	-10
9. COc1ccc(CNC(=O)Cn2nc(C)c3c(C)n(-c4ccc(C)cc4)nc3c2=O)cc1OC
 : 1	3	0%	-3	9	0.5%	1%	0%	-5
10. COc1ccc(CC(=O)NCC(c2cccs2)S(=O)(=O)c2ccc(C)cc2)cc1 (configuration not stated)
 : .	9	1%	4	.	6.1%	0%	-1%	-4
11. Cc1ccc(S(=O)(=O)Nc2cccc(C(=O)NCC(c3ccco3)N(C)C)c2)cc1F (configuration not stated)
 : -1	1	1%	-24	-1	-1.5%	-3%	-3%	-4
12. Cc1csc2nc(COC(=O)c3cccc(NC(=O)COc4ccc(Cl)cc4)c3)cc(=O)n12
 : -11	5	-14%	-5	-12	2.5%	1%	-2%	0
13. CN(NC(=O)c1ccccc1)c1ncc(C(F)(F)F)cc1Cl
 : -5	2	0%	-5	-6	0.8%	-14%	0%	-2
14. CC1CCN(CC(=O)NNC(=O)c2cccc(Br)c2)CC1
 : -3	0	3%	1	10	-1.5%	0%	0%	-1
15. CC1(C)CCCN(C(=O)c2coc(=O)c(Br)c2)C1
 : -3	5	-1%	-1	0	0.5%	-3%	-6%	-3

The final 2 records of the section above are carried over, then new ones follow:
Results follow in this order: D1 antag	D1 agonist	Vif-A3G inh	D2 potentiator	RXFP1 antag	RXFP1 agonist	Vif-APOBEC3F blk	GRP78 ERSR act	D1 potentiator
14. CC1CCN(CC(=O)NNC(=O)c2cccc(Br)c2)CC1
 : -3	0	3%	1	10	-1.5%	0%	0%	-1
15. CC1(C)CCCN(C(=O)c2coc(=O)c(Br)c2)C1
 : -3	5	-1%	-1	0	0.5%	-3%	-6%	-3
16. COc1cccc(C2C(C(=O)c3cccs3)=C(O)C(=O)N2CCN2CCOCC2)c1OC (configuration not stated)
 : -5	5	-10%	5	7	10%	-1%	-3%	-1
17. O=C(CCC(=O)N1CCSc2ccccc21)Nc1ccc(Cl)cc1
 : -6	1	-13%	2	-16	1.4%	1%	-2%	-3
18. COc1cccc(/C=N/NC(=O)CC(=O)NCCc2ccc(OC)c(OC)c2)c1
 : 2	4	-4%	-2	9	0.0%	4%	1%	-4
19. COC(=O)c1ccc(C(=O)Nc2ccc3nc(-c4cccnc4)[nH]c3c2)cc1
 : 6	0	-1%	3	-2	0.0%	5%	-1%	-5
20. O=C(Nc1nnc(-c2cccs2)o1)c1cccc(C(F)(F)F)c1
 : -50*	26	4%	11	.	0.1%	?	0%	.
21. CCOC(=O)c1[nH]c2ccc(OC)cc2c1NC(=O)CN1CCSCC1
 : -23	1	1%	14	-6	4.8%	7%	-3%	-4
22. ON=C(CCc1ccccc1)c1ccccc1
 : .	.	-8%	.	-18	.	-14%	3%	.
23. Cn1c(=O)c2ccccc2n2c(CCl)nnc12
 : -3	0	?	0	1	26%	8%	4%	-4
24. COc1ccc(/C=C2\CCC(C3CCCC3)C2=O)c(OC)c1 (configuration not stated)
 : -1	12	7%	2	-12	0.3%	-8%	8%	24
25. Cc1cc(S(=O)(=O)NC(C)C)ccc1OCC(=O)NCc1ccccc1
 : -23	2	-1%	-1	-16	1.2%	9%	-3%	-5
26. COc1nc(OC)nc(N2CCC(C(=O)NCC3CCCCC3)CC2)n1
 : 15	1	-2%	14	-2	5.2%	-5%	-2%	3
27. COc1ccccc1N(CC(=O)Nc1cccc(C(F)(F)F)c1)S(C)(=O)=O
 : 0	-1	0%	6	-5	-0.9%	1%	-1%	-2
28. COc1cccc(N2C(=O)CSC23C(=O)N(Cc2ccccc2F)c2ccccc23)c1 (configuration not stated)
 : 8	2	-2%	-4	.	1.4%	5%	-4%	0
29. CC1(C)CC(=O)C2=C(C1)N(Cc1ccccc1)C(=O)C2(NC(=O)C(C)(C)C)C(F)(F)F (configuration not stated)
 : 13	0	-7%	2	-2	2.6%	-3%	-4%	-2
30. CCOc1cc(CN2CCN(Cc3ccc(C)o3)C(CCO)C2)ccc1OC (configuration not stated)
 : 6	2	0%	7	12	1.5%	0%	-2%	-4
31. Cc1csc(NC(=O)CCNC(=O)c2ccc([N+](=O)[O-])cc2)n1
 : 9	1	-3%	-6	3	-0.9%	3%	-2%	-7
32. CCCCCC1CC(=O)NC1(C(=O)OCC)C(=O)OCC (configuration not stated)
 : .	.	0%	.	6	.	3%	-3%	.
33. CC(=O)c1cc(C#N)c(Oc2cccc(C(F)(F)F)c2)nc1C
 : 14	2	-1%	10	1	0.4%	7%	3%	-1
34. CCOC(=O)c1ccc(NC(=O)C2CCC(CNc3c(N4CCOCC4)c(=O)c3=O)CC2)cc1 (configuration not stated)
 : -11	3	2%	7	-3	-1.3%	3%	1%	-10
35. O=C(COc1ccc2c3c(c(=O)oc2c1)CCCC3)NCc1ccncc1
 : -4	4	1%	0	16	14%	0%	-3%	2
36. O=C(O)/C=C\C(=O)NC1CCCCC1
 : -30	2	1%	7	-11	-0.3%	2%	0%	-7
37. O=C(Nc1ccc(N2CCOCC2)cc1)C1CCCN(S(=O)(=O)c2ccccc2)C1 (configuration not stated)
 : -5	4	3%	-7	-1	-0.7%	1%	4%	-6
38. CC(C)[C@H](NC(=O)c1ccccc1)C(=O)Nc1cccc(S(=O)(=O)N2CCOCC2)c1
 : 7	0	-5%	0	-8	2.1%	3%	-2%	-12
39. ON=C1c2cc(OCCN3CCCCC3)ccc2-c2ccc(OCCN3CCCCC3)cc21
 : -5	6	5%	-7	-11	-3.9%	?	-7%	-4
40. CN(Cc1nc2ccccc2c(=O)[nH]1)C(=O)c1ccc(S(=O)(=O)N(C)C)cc1
 : 8	2	1%	-2	8	2.5%	-2%	-2%	11
41. CC(=O)c1ccc(S(=O)(=O)NCCOc2ccccc2)cc1
 : .	.	0%	.	3	.	-7%	-4%	.
42. COc1cccc(CN(C)C(=O)CCN=C2NS(=O)(=O)c3ccccc32)c1OC
 : 10	0	1%	-10	1	-0.8%	3%	-2%	-2
43. O=c1ccc2cc(S(=O)(=O)NCc3ccccc3)ccc2[nH]1
 : -27	5	2%	.	1	4.1%	0%	-1%	-2
44. CN1C(=O)/C(=C/c2ccccc2OCc2ccc(C(=O)O)cc2)NC1=S
 : 15	2	-4%	-11	-31	1.4%	?	-4%	-2
45. CC(C)(C)OC(=O)[C@H](Cc1ccccc1)NC(=O)c1[nH]cnc1C(=O)Nc1ccc(Cl)cc1
 : -13	5	-9%	0	.	2.1%	2%	?	-7
46. COc1cc(-c2c(C(C)=O)c(C)nc3c2C(=O)c2ccccc2-3)cc(OC)c1OC
 : 3	-1	2%	-11	6	0.8%	2%	-2%	0
47. CCn1c(-c2ccccc2)c(C(=O)CCl)c2ccccc21
 : 3	4	0%	5	-27	0.6%	-6%	-1%	-2
48. COCCNC(=O)Cn1c(=O)oc2cc(S(=O)(=O)N3CC(C)CC(C)C3)ccc21 (configuration not stated)
 : 2	0	-1%	15	0	1.2%	-1%	4%	11
49. Cc1ccc(CN(C)C[C@@H]2OCc3cnnn3CCCC(=O)N([C@@H](C)CO)C[C@H]2C)cc1
 : .	.	0%	.	0	.	-4%	-5%	.
50. CCS(=O)(=O)N1CCN(S(=O)(=O)c2ccc(S(=O)(=O)NC3CC3)cc2)CC1
 : -13	6	-1%	5	-15	-0.8%	4%	-6%	.
51. Cn1c(C(=O)N2CCC(C(N)=O)CC2)cc2c(=O)n(C)c3ccccc3c21
 : 10	10	3%	-6	.	1.0%	-14%	-2%	.
52. Cc1nc(C)c(C(=O)NNS(=O)(=O)c2ccc([N+](=O)[O-])cc2)s1
 : 3	-2	0%	7	-9	2.8%	-25%	-6%	-10
53. COc1cc(CN2CCN(S(=O)(=O)c3ccc(NC(C)=O)cc3)CC2)cc(OC)c1O
 : -1	2	2%	-1	-11	0.3%	-10%	-5%	1
54. COc1ccc(-n2cc(C(=O)NCc3ccccc3Cl)c3ccccc3c2=O)cc1
 : 7	2	7%	6	3	-0.9%	7%	-3%	4
55. CN(C)C1=NC[C@H](Cc2ccccc2)N1CCCC1CCCCC1
 : 10	10	8%	11	.	1.2%	3%	-6%	-7
56. Cc1ccc(C)c(N2CCN(S(=O)(=O)c3cc(C(=O)Nc4ccccc4C(F)(F)F)ccc3F)CC2)c1
 : -14	-3	8%	-10	9	1.2%	-1%	-2%	-2
